# Bioassay records (PubChem)
# RGS8-Gao reg: modulates binding of RGS8 to human Galphao; P09471; multiplexed bead flow cytometry; actives lie on both sides; response (percent of control binding), % at 10 µM; 0.34% of 220,000 active; AID 1423; in the data active means response below about 60% or above about 140%; inactive means in between;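 further: Galphao activated as the GDP aluminium fluoride complex binding bead-coupled RGS8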
# Target sequence (P09471 whole entry, looked up): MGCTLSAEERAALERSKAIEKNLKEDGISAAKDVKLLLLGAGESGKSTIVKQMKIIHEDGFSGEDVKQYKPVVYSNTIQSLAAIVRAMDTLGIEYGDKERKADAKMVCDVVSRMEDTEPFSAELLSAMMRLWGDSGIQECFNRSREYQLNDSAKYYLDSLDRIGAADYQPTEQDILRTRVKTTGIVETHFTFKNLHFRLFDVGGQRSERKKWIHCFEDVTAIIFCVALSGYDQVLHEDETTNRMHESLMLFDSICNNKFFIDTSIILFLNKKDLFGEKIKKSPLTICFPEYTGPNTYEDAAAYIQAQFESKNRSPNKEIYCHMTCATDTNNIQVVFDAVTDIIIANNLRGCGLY
# Rac1 act GTP bind: modulators of GTP binding to human Rac1 activated mutant; percent activity (GTP binding), % at 10 µM; 0.11% of 190,000 active; GST-Rac1 activated beads, fluorescent GTP binding, flow cytometry; actives lie on both sides; 100% means binding = to untreated wells; P63000;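 active means GTP binding at least 20 percentage points away from the 100% baseline, in either direction, so actives lie on both sides; inconclusive means Compound likely fluorescent itself, or too few beads counted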
# Mcl1-Bid inh: Mcl-1/Bid interaction inhibition; Q07820; inhibition, % at 21.7 µM; 0.97% of 220,000 active; TR-FRET Mcl-1/Bid-Dy647 peptide binding, 1536-well; AID 1021;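 active means compounds that cut the binding signal by more than half at the single screening dose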;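 further: His-tagged Mcl-1 with europium anti-His antibody binding Bid BH3 peptide; 0% = Mcl-1 plus peptide wells and 100% = peptide-only wells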
# Target sequence (Q07820 whole entry, looked up): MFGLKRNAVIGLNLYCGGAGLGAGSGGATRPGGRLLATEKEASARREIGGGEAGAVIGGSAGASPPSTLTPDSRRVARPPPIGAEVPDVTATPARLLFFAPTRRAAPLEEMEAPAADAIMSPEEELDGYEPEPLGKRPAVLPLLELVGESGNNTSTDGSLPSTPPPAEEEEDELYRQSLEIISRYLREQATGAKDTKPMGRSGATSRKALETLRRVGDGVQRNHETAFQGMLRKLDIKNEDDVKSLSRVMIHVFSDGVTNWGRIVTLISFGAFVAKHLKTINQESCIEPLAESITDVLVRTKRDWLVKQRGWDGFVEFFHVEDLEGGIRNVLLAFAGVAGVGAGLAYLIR
# HRas wt GTP: human HRas wildtype GTP binding, change in either direction; P01112; GST-Ras wt beads, Bodipy-FL-GTP binding, flow cytometry; actives lie on both sides; GTP binding activity, % at 10 µM; 0.14% of 190,000 active; AID 759;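 active means GTP binding activity at least 20% away from the 100% baseline, either lowered as inhibitor or raised as activator; inconclusive means flagged as likely green fluorescent, judged across all proteins in the well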;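 further: 0% = unlabeled GTP competition control and 100% = no-compound control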
# Target sequence (P01112 whole entry, looked up): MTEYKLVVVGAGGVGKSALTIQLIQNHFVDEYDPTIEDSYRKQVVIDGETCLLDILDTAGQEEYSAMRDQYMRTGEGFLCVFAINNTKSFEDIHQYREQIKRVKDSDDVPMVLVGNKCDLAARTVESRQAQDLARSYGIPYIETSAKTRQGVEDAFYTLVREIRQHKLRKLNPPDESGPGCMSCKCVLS
# Pf gametocyte: kills late stage P. falciparum gametocytes; 0.065% of 150,000 active; P. falciparum stage V gametocytes, ATP luminescence, 24 h; inhibition, % at 10.9 µM; AID 743093;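 active means inhibition above the mean plus 3 SD of compounds within the control limits, set per campaign, cut at about 38% in these data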;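 further: 0% = DMSO wells and 100% = medium only without gametocytes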
# Mcl1 Noxa PPI: disrupts binding of human Mcl-1 to Noxa peptide | Q07820 | TR-FRET Mcl-1/Noxa peptide binding, 2 h | inhibition, % at 21.7 µM | 1.5% of 220,000 active;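 active means compounds that cut the protein-peptide binding signal by more than 50% relative to plate controls in a single-dose test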;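 further: His-tagged Mcl-1 with rhodamine Noxa BH3 peptide and terbium anti-His antibody; 0% = Mcl-1 plus Noxa peptide wells and 100% = peptide-only wells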
# Rab7 wt modul: dog Rab7 wildtype GTP binding, inhibitors and activators; GST-Rab7 beads, fluorescent GTP binding, flow cytometry; actives lie on both sides; untreated = 100%, excess cold GTP = 0%; GTP binding activity (percent of control), % at 10 µM; 0.055% of 190,000 active; AID 758;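 active means fluorescent GTP binding to Rab7 beads changed by at least 20 points from the 100% baseline, either direction, mostly lower; inconclusive means compound itself probably fluorescent, or too few beads counted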;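 further: median green fluorescence of bound Bodipy-FL-GTP per Rab7 bead population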
# Rab2 wt GTP: changes GTP binding to wildtype dog Rab2A, up or down; P61105; GST-Rab2 wt beads, Bodipy-GTP binding, flow cytometry; GTP binding activity, % at 10 µM; 0.19% of 190,000 active;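 active means GTP binding activity at least 20 points away from 100%, either lowered or raised; inconclusive means signal likely due to the compound's own green fluorescence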;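 further: 0% = beads with excess unlabeled GTP and 100% = no-compound control corrected for plate trend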
# Rac1 wt modul: alters GTP binding to wildtype human Rac1; 0.27% of 190,000 active; GTP binding activity (% of control), % at 10 µM; GST-Rac1 beads, fluorescent GTP binding, flow cytometry; actives lie on both sides; 0 = cold GTP competed, 100 = untreated;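 active means GTP binding activity at least 20 points away from the 100% control level, either lower or higher; inconclusive means compound flagged as likely green fluorescent, judged across all proteins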
# Bim-Mcl-1: inhibitors of Bim-Mcl-1 interaction, human; Q07820; Bead-based flow cytometry, Bim peptide-Mcl-1 binding; inhibition, % at 10 µM; 0.1% of 190,000 active; in the data active means inhibition above about 40%;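 further: 0% = no compound tracer wells and 100% = peptide blocker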
# Cdc42 wt GTP: modulators (inhibitors or activators) of GTP binding to human Cdc42 wildtype; P60953; GST-Cdc42 beads, Bodipy-GTP binding, flow cytometry; actives lie on both sides; percent activity (GTP binding), % at 10 µM; 0.2% of 190,000 active; AID 761;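 active means percent activity GTP binding at least 20 points away from the 100% baseline, either down as inhibitor or up as activator; inconclusive means compound flagged as likely green fluorescent from well-wide comparison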;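 further: median bead fluorescence of bound Bodipy-FL-GTP at 100 nM; 0% = excess unlabeled GTP control and 100% = no compound control; below 100% means less GTP binding so inhibitor and above means activator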
# Target sequence (P60953 whole entry, looked up): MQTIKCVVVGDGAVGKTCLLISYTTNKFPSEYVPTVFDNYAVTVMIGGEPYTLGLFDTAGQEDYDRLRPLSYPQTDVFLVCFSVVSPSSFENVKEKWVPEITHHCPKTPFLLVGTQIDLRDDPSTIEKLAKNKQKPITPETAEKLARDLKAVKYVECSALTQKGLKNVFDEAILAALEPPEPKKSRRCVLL
# The depositor's hits bear a star; ? = inconclusive; nt = not tested or not shown; & = joins results of further samples. The list is partial (hit frequency here may not be typical).
SMILES,RGS8-Gao reg,Rac1 act GTP bind,Mcl1-Bid inh,HRas wt GTP,Pf gametocyte,Mcl1 Noxa PPI,Rab7 wt modul,Rab2 wt GTP,Rac1 wt modul,Bim-Mcl-1,Cdc42 wt GTP
Clc1ccc2c(c1)C(c1ccccc1Cl)=NCc1nnc(N3CCN(CCSc4ccccc4)CC3)n1-2,100,101,-16,105,6,18,102,104,107,-3,106
CCOC(=O)C1C(=O)N(C)C2(C)CC1c1ccccc1O2 (stereo not drawn),99,97,-6,102,nt,4,98,103,99,-1,103
Cc1onc(-c2ccccc2)c1C(=O)N1CCC2(CC1)OCCO2,101,103,-16,108,nt,-13,112,107,104,0,107
CCN(CC)P(=O)(NC(=O)C(Cl)(Cl)Cl)N(CC)CC.[Cl-].[Cl-].[Cl-].[Nd+3],103,99,25,100,6,16,99,99,99,0,98
COC(=O)C1=C(N)Oc2c(c(=O)oc3ccccc23)[C@]12C(=O)N(C)c1ccccc12,100,102,3,99,-11,13,102,100,97,1,98
CC1=C(C(=O)O)N2C(=O)[C@@H](NC(=O)CCCC(=O)O)[C@H]2SC1,100,96,-10,97,nt,-14,103,99,98,-3,97
Cn1cccc1CN1CCN(C(=O)COc2ccccc2)CC1,96,102,16,104,nt,-5,109,104,104,-2,107
C/C(=C\c1ccc(N(C)C)cc1)[N+](=O)[O-],93,100,-3,98,nt,12,99,100,100,-2,100
Cc1c(C(=O)N2CCC3(CC2)OCCO3)sc2ncnc(N(C)c3ccccc3)c12,99,98,-17,100,-44,-10,98,97,104,0,98
CC(C)C(=O)c1cn(Cc2ccc(C#N)cc2)c2ccccc12,104,98,-5,100,9,4,95,99,98,-2,102
CN1[C@@H]2CC[C@H]1CC(OC(=O)C1C=Nc3ccccc31)C2 (stereo partly drawn),102,99,8,104,nt,23,103,101,105,-1,105
C=CCN1C(=O)c2ccccc2Sc2ccc(C(=O)N3CCC4(CC3)OCCO4)cc21,100,95,6,99,nt,4,95,96,95,-5,100
COc1ccc(OC)c(/C=N/OC(=O)Nc2ccc(Cl)cc2)c1,96,94,11,96,7,1,95,99,95,0,96
Cc1nnc2n1-c1ccc(Br)cc1C(c1ccccc1Cl)=NC2,101,90,-12,97,-29,8,98,96,94,2,90
CCNc1nc(Cl)nc(NC(C)C)n1,96,99,6,99,-5,11,102,99,102,-5,100
COc1ccc(CN2CCCCC2c2cccnc2)cc1C (stereo not drawn),98,103,-8,105,nt,13,103,102,110,2,108
CCSc1cc(C2C(C#N)=C(N)Oc3n[nH]c(C)c32)c(C)o1 (stereo not drawn),94,98,-42,102,nt,9,103,103,107,-2,101
CN1C2C=C(N(C(=O)c3ccc(Cl)cc3)c3ccccc3)CC1CC2 (stereo not drawn),103,98,-16,96,17,2,96,98,100,0,98
O=P(O)(O)Cc1ccccc1OP(=O)(c1ccccc1)c1ccccc1,102,98,-36,98,nt,-5,100,100,100,-4,100
CN1Cc2c(c(C#N)c(N)n(C)c2=S)CC1(C)C,105,98,-65,98,nt,15,100,101,100,5,100
c1ccc(-c2[nH]c[n+](CC3CO3)c2-c2ccccc2)cc1 (stereo not drawn),103,?,29,?,nt,0,?,?,?,-29,?
CCOP(=O)(OCC)C(NC(=O)c1ccccc1Cl)=C(Cl)Cl,92,99,0,99,nt,15,99,98,101,-4,99
O=C1NC(=O)N(c2ccccc2)C(=O)/C1=C/c1ccc2c(c1)Cc1ccccc1-2,89,90,3,100,nt,24,108,99,98,2,96
CCC(=O)N1CCN(CCN=Cc2c(O)n(C)c(=O)n(C)c2=O)CC1,104,99,-21,102,nt,4,104,102,102,0,101
N/C(=N/[N+](=O)[O-])N1CCN(C(=O)c2ccc(Cl)cc2)CC1,105,95,-13,95,5,8,93,95,96,0,96
COc1ccc(OC)c(N2C(=O)NC(=O)C(CCc3ccncc3)(CCc3ccncc3)C2=O)c1,102,101,-20,101,8,-9,102,101,106,-4,104
CN(C)CCNC(=O)c1cccn(Cc2cc(C(F)(F)F)cc(C(F)(F)F)c2)c1=O,97,95,-23,97,nt,2,93,96,96,0,97
Cc1cc(OC(=O)c2cccs2)c2c3c(c(=O)oc2c1)CCCC3,101,98,-4,98,-7,9,99,96,96,0,97
CCCCNC(=O)Nc1ccc(C(O)(C(=O)OC)C(F)(F)F)cc1 (stereo not drawn),97,101,-20,103,-15,12,106,103,107,0,104
Cc1ccnc(NS(=O)(=O)c2ccc(N=Cc3c(O)n(C)c(=O)n(C)c3=O)cc2)n1,100,96,-35,100,nt,15,107,99,100,3,97
O=C(O)CCn1cc(C=C2C(=O)NC(=O)NC2=O)c(-c2ccc(Br)cc2)n1,94,92,-60,91,4,45,99,93,94,-1,93
O=C(O)[C@H]1NC[C@H]2C[C@H]21,98,97,-4,98,nt,9,100,100,99,0,96
CC(C)CNC(=O)c1c(N)n(Cc2ccco2)c2nc3ccccc3nc12,99,96,33,94,-28,87*,97,94,96,1,97
N#CCCn1cc(C=C2C(=O)NC(=O)NC2=O)c(-c2ccccc2)n1,87,95,-34,93,nt,14,99,94,99,2,95
CCCCOC(=O)C1=C(N)OC2=C(C(=O)CCC2)[C@]12C(=O)Nc1ccccc12,97,100,-48,104,1,12,103,105,102,-3,104
CN1CCCC(C(=O)c2ccccc2)C1 (stereo not drawn),98,99,6,102,19,7,103,101,103,-1,103
CCN(CC)CCN=Cc1c(O)n(Cc2ccccc2)c(=O)[nH]c1=O,99&98,98,-17&-15,103,-6,0&-5,107,106,103,-4,101
Nc1ccc(C(=O)N/N=C2/CN3CCC2CC3)cc1,nt,97,-28,99,-4,-3,95,97,104,-1,100
FC(F)(F)c1ccc(CN2CCNCC2)cc1,102,95,18,96,nt,11,102,97,96,1,94
O=C(N/N=C/c1c(O)n(Cc2ccccc2)c(=O)[nH]c1=O)c1ccccc1,101,92,-51,94,17,-73,96,93,98,-7,96
O=C1NC(=O)C(CCc2ccncc2)(CCc2ccncc2)C(=O)N1CCc1ccc(F)cc1,107,97,-9,98,17,-11,103,98,101,5,98
COc1ccc(C2SCC(=O)Nc3c2c(=O)[nH]n3C2CCCCCC2)cc1OC (stereo not drawn),92,102,-77,100,14,18,97,98,104,3,101
CCOc1cccc(N2C(=O)CC(=O)NC2=O)c1,97,98,-22,103,nt,22,101,103,105,0,103
O=C(Nc1ccc(Cl)cc1)Nc1nccs1,100,103,-6,104,-26,1,104,103,107,-3,107
COc1ccc(N/N=C/c2c(O)n(-c3cccc(C)c3)c(=O)[nH]c2=O)cc1,101,94,-66,96,nt,21,98,97,98,0,97
CCN1CCN(C(=O)Cc2ccccc2OC)CC1,104,97,-32,98,13,6,100,98,100,0,100
COc1ccc(CN2CCN(Cc3ccccc3)CC2)c(OC)c1,107,98,11,98,34,20,93,97,103,-8,95
C=CCN1C(=O)NC(=O)C(CCc2ccncc2)(CCc2ccncc2)C1=O,105,95,-2,96,6,16,95,97,101,0,94
CC(C)(C)C(=O)c1cn(CC(=O)NCc2ccco2)c2ccccc12,100,96,-47,96,-17,7,95,96,99,0,96
C=Cn1ccnc1P(=S)(c1ccccc1)c1nccn1C=C,101,98,-1,99,-14,-2,97,98,103,-2,100
CN1CCc2nc3sc(C(=O)NC4CC4)c(N)c3cc2C1,100,98,-25,97,-6,26,106,94,95,0,101
CN(C(=O)CNC(=O)OCc1ccccc1)c1ccc(Br)cc1C(=O)c1ccccc1Cl,101,99,26,100,nt,9,99,99,102,-5,98
CC(=NCc1cccnc1)c1c(O)n(C2CCCCC2)c(=O)[nH]c1=O,88,103,-5,101,11,7,102,101,105,-2,101
C=CCn1c(O)c(C(C)=Nc2cc(OC)ccc2OC)c(=O)[nH]c1=O,102,99,-8,101,nt,1,99,100,102,1,102
Cn1c(O)c(C=NC2CC(C)(C)NC(C)(C)C2)c(=O)n(C)c1=O,102,101,-36,104,-10,-4,101,103,106,-5,101
O=C(CNC1CCCCC1)N1CCC2(CC1)OCCO2,102,95,33,98,8,2,98,97,96,3,99
C1CNC2NCCNC2N1 (stereo not drawn),98,99,-3,100,nt,2,98,102,101,4,104
CCCCC(C)C(OC(=O)CC(CC(=O)O)C(=O)O)C(CC(C)CC(O)CCCCC(O)CC(O)C(C)N)OC(=O)CC(CC(=O)O)C(=O)O (stereo not drawn),103,98,-15,99,nt,10,94,98,101,-1,96
O=C(COc1ccccc1)c1cn(Cc2ccccc2)c2ccccc12,103,99,6,100,-3,-25,100,100,103,-8,103
COc1cc(C)c(-c2nc(CN3C[C@@H]4C[C@@H](C3)c3cccc(=O)n3C4)c(C)o2)cc1C,101,101,-5,99,3,4,95,97,103,27,100

# The list continues.
SMILES,RGS8-Gao reg,Rac1 act GTP bind,Mcl1-Bid inh,HRas wt GTP,Pf gametocyte,Mcl1 Noxa PPI,Rab7 wt modul,Rab2 wt GTP,Rac1 wt modul,Bim-Mcl-1,Cdc42 wt GTP
CCCCN1C(=O)NC(=O)/C(=C/c2cnc(SC)nc2)C1=O,102,99,-46,102,11,11,101,99,103,0,103
Cc1ccc(-n2c(C)cc(/C=C3/C(=O)NC(=O)N(C)C3=O)c2C)cc1,101,97,-42,100,-8,-22,94,99,100,-3,99
O=P(C(Cl)Cl)(N1CCCCC1)N1CCCCC1,98,104,0,104,nt,-1,100,101,109,0,107
O=C(COc1ccccc1)N1CCN(CC(O)COc2ccccc2)CC1 (stereo not drawn),95,94,22,98,21,nt,97,97,95,-1,100
O=c1[nH]c(=O)n(-c2ccc(Cl)cc2)c(O)c1C=Nc1ccc(S(=O)(=O)Nc2nccs2)cc1,100,97,-41,99,21,20,99,93,100,-1,98
O=C1C2CCCN2C(c2ccc(Cl)cc2)N1c1ccccn1 (stereo not drawn),100,97,0,99,nt,15,98,97,103,-3,100
O=P(N[C@@H](c1ccccc1)[C@@H]1C[C@H]1CO)(c1ccccc1)c1ccccc1,103,100,1,101,-2,8,103,103,107,-3,103
CCOc1cc(C2C(C#N)=C(N)Oc3c2c(=O)oc2ccccc32)ccc1OC(=O)c1cccs1 (stereo not drawn),96,96,-27,96,18,8,94,98,97,-2,98
CCN1CCN(S(=O)(=O)c2cnc(Cl)c(Br)c2)CC1,100,100,-13,101,nt,-6,101,99,104,-9,102
C/C(=N\N1CCCCCC1)c1c(O)n(-c2ccccc2)c(=O)[nH]c1=O,100,101,-13,101,nt,14,99,100,106,-5,103
C=CCOC(=O)C1=C(C)OC(N)=C(C#N)[C@@]12C(=O)N(CC(N)=O)c1ccccc12,100,97,-25,101,-27,20,104,101,103,0,100
COC(=O)N1C(c2ccccc2)C1c1ccccc1 (stereo not drawn),100,95,-18,95,4,-1,97,96,98,-1,96
